# V-ATPase pH: regulators of yeast V-ATPase proton pumping, primary screen, pHLuorin cytosolic pH fluorescence; 350,000 compounds, 0.37% hits; AID 504577, 2011; response, % at 10 µM; S. cerevisiae; in the data active = response mostly above about 7.3%, no sharp cut-off; inactive = mostly below about 5.4%; note: actives read high; inactives centre near 0; some compounds called inactive have numbers as strong as hits; reference of the scale not given here
# RTF Ca sens inh: cardiac RTF calcium sensitivity inhibitors, primary screen, biochemical, IANBD-TnC fluorescence, EC70 calcium | Troponin I, cardiac muscle (Homo sapiens) + Troponin T, cardiac muscle (Homo sapiens) + … | IANBD-labeled cardiac RTF, Ca2+ fluorescence | inhibition, % at 7.15 µM | 340,000 compounds, 0.12% hits;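 active = inhibition above the mean inhibition of all tested compounds plus 3 SD, cut at about 17% in these data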;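 note: assay run at fixed EC70 calcium of 1.6 mM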
# OPRM1-OPRD1 ag: agonists of OPRM1-OPRD1 heterodimerization, primary screen, cell-based, luminescence | Mu-type opioid receptor (Homo sapiens) + Delta-type opioid receptor (Homo sapiens), … | cells | activation, % at 9.3 µM | 340,000 compounds, 0.3% hits | AID 504326, 2011; in the data active = activation above about 18%;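 note: 0% = vehicle-treated cells and 100% = reference agonist; values of inactives mirror those of a sister screen read the other way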
# HTR5A ag ctr: HTR5A agonists in luminescence cell assay, primary screen, counter-screen for OPRM1-OPRD1 heterodimer agonist project, full-deck HTS; cell-based; activation, % at 9.3 µM; 5-hydroxytryptamine receptor 5A (Homo sapiens), P47898; 340,000 compounds, 0.61% hits; in the data active = activation mostly above about 9.5%, no sharp cut-off; inactive = mostly below about 7.6%;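 note: 0% = cells with vehicle only and 100% = reference agonist; strong numbers were not always called active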
# Target sequence (P47898 whole entry, looked up): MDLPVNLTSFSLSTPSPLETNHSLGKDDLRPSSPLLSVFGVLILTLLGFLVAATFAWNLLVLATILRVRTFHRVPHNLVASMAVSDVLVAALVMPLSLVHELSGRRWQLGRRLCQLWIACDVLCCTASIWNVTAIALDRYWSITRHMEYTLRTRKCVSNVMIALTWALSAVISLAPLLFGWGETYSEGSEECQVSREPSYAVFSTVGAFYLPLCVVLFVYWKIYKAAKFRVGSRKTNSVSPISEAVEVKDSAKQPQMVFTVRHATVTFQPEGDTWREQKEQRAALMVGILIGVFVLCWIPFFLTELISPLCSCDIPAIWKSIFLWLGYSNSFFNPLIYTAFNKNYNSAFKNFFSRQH
# LANA DNA inh: inhibitors of KSHV C-LANA binding to DNA, primary screen, biochemical, fluorescence polarization, FAM-LBS DNA, MBP-C-LANA, single point. inhibition, % at 9 µM. 340,000 compounds, 0.078% hits;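 active = highest replicate inhibition at or above 60% at 9 µM, even if other replicates fall short; inactive = all replicates below 60% inhibition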;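 note: 0% = neutral control wells and 100% = 4 µM acridine orange control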
# HTR5A inv ctr: HTR5A inverse agonists in luminescence cell assay, primary screen, counter-screen for OPRM1-OPRD1 heterodimer inverse agonist project, full-deck HTS; HTR5A cell line, inverse agonism; 5-hydroxytryptamine receptor 5A (Homo sapiens), P47898; AID 504634, 2011; 340,000 compounds, 0.083% hits; inhibition, % at 9.3 µM; in the data active = inhibition mostly above about 23%, no sharp cut-off; inactive = mostly below about 18%;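 note: 0% = cells with DMSO and 100% = no-cell wells with DMSO; some compounds called inactive have numbers as strong as hits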
# RTF Ca sens act: cardiac RTF calcium sensitivity activators, primary screen, biochemical, IANBD-TnC fluorescence, EC20 calcium; activation, % at 7.2 µM; AID 493008, 2010; IANBD-labeled TnC RTF fluorescence at EC20 calcium; 0% EC20 calcium, 100% full calcium; 340,000 compounds, 0.24% hits;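 active = activation above the mean over all tested compounds plus 3 SD, cut at about 30% in these data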;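 note: rise in fluorescence read as greater calcium sensitivity of cardiac thin filaments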
# CAL-PDZ inh HTS: untagged CAL PDZ binding inhibitors, primary screen, biochemical, fluorescence polarization, HTS; Golgi-associated PDZ and coiled-coil motif-containing protein (Homo sapiens), Q9HD26; purified CAL PDZ, TMR-peptide fluorescence polarization, 1 h; inhibition, % at 24.9 µM; 300,000 compounds, 0.92% hits; AID 602252, 2012;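 active = mean inhibition of at least 30% with at least half of replicates also reaching 30%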;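 note: 0% = DMSO neutral control and 100% = excess unlabeled competitor peptide PRC23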
# MOR-DOR inv ag: inverse agonists of MOR-DOR heterodimerization, primary screen, cell-based, luminescence; cell-based MOR-DOR heterodimer luminescence, inverse agonism; Mu-type opioid receptor (Homo sapiens) + Delta-type opioid receptor (Homo sapiens), …; inhibition, % at 9.3 µM; 340,000 compounds, 0.21% hits; in the data active = inhibition above about 22%, passing the limit was not always enough;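 note: 0% = cells with DMSO and 100% = wells without cells with DMSO; values of inactives mirror those of a sister screen read the other way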
# Keap1-Nrf2 PPI: Keap1-Nrf2 protein-protein interaction inhibitors, primary screen, biochemical, fluorescence polarization, single point | Kelch-like ECH-associated protein 1 (Homo sapiens), Q14145 | Keap1 Kelch-Nrf2 peptide fluorescence polarization, 1536-well | inhibition, % at 9.4 µM | 340,000 compounds, 0.15% hits | AID 504523, 2011; in the data active = inhibition above about 12%;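 note: human Keap1 Kelch domain with fluorescein labeled Nrf2 9mer peptide probe; 0% = neutral control wells and 100% = peptide positive control; higher means more block of Keap1 binding to Nrf2 peptide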
# Target sequence (Q14145 whole entry, looked up, the tested form may be a part): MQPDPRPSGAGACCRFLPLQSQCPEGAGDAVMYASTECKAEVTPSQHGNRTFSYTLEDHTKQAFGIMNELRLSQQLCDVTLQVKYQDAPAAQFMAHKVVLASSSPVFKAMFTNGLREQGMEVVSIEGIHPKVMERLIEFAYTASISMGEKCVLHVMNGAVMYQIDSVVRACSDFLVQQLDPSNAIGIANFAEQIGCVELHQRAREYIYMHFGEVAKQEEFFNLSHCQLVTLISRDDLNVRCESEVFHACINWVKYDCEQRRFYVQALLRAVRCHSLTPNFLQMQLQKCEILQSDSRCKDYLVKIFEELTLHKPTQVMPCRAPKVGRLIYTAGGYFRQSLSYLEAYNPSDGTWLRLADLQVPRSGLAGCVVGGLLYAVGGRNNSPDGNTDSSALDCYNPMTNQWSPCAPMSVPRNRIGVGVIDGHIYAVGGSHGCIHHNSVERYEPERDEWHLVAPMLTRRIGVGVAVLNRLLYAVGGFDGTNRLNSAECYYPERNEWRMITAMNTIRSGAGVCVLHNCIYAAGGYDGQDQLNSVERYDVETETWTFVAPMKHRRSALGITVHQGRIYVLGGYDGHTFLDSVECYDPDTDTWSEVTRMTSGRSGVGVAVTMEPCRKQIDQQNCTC
# * = called active by the depositor; nt = no result given.
1. CC(=O)n1cc([C@H]2C=C(C(=O)O)O[C@@H](OCCCCO)C2)c2ccccc21
2. O=C(CSc1nnc(-c2ccc(OC(F)F)cc2)o1)N1CCOCC1
3. COC(=O)c1sccc1NC(=O)c1c(C)noc1C
4. Cc1cc(C2=NNC(=NC3CC3)SC2)c(C)n1-c1ccccc1
5. COc1ccc(CNC(=O)CCS(=O)(=O)c2ccc3c(c2)oc(=O)n3C)cc1
6. C/C(=N\NC(=O)c1cccs1)c1ccc2c(c1)OCO2
7. Cc1cc(=O)[nH]c2sc(C(=O)N3c4ccccc4CC3C)c(N)c12 (configuration not stated)
8. Cc1ccccc1NC1=C/C(=N\S(=O)(=O)c2cccs2)c2ccccc2C1=O
screen / no.,1,2,3,4,5,6,7,8
HTR5A inv ctr,-35,27,-12,21,2,nt,-13,-15
Keap1-Nrf2 PPI,-3,-1,2,-8,-7,1,5,-1
OPRM1-OPRD1 ag,-1.7,1.3,3.3,0.3,-1.8,nt,-1.6,17
CAL-PDZ inh HTS,-6,-1,-3,-1,-1,0,nt,1
HTR5A ag ctr,13,-10,6,-6,-5,nt,3,-1
RTF Ca sens inh,-2,-11,-3,-1,-2,nt,4,-3
RTF Ca sens act,4,0,-4,-3,0,nt,2,-6
V-ATPase pH,1,1,1,1,0,-1,0,1
LANA DNA inh,-0.2,1.5,0.9,0.5,0.3,0.1,-0.4,-0.9
MOR-DOR inv ag,10,-8,-18,-2,9,nt,8,-84

# 5 compounds drawn at random from the list so far, as already listed:
2. O=C(CSc1nnc(-c2ccc(OC(F)F)cc2)o1)N1CCOCC1
5. COc1ccc(CNC(=O)CCS(=O)(=O)c2ccc3c(c2)oc(=O)n3C)cc1
8. Cc1ccccc1NC1=C/C(=N\S(=O)(=O)c2cccs2)c2ccccc2C1=O
7. Cc1cc(=O)[nH]c2sc(C(=O)N3c4ccccc4CC3C)c(N)c12 (configuration not stated)
4. Cc1cc(C2=NNC(=NC3CC3)SC2)c(C)n1-c1ccccc1
screen / no.,2,5,8,7,4
HTR5A inv ctr,27,2,-15,-13,21
Keap1-Nrf2 PPI,-1,-7,-1,5,-8
OPRM1-OPRD1 ag,1.3,-1.8,17,-1.6,0.3
CAL-PDZ inh HTS,-1,-1,1,nt,-1
HTR5A ag ctr,-10,-5,-1,3,-6
RTF Ca sens inh,-11,-2,-3,4,-1
RTF Ca sens act,0,0,-6,2,-3
V-ATPase pH,1,0,1,0,1
LANA DNA inh,1.5,0.3,-0.9,-0.4,0.5
MOR-DOR inv ag,-8,9,-84,8,-2

# Remaining list, next part
9. S=C(Nc1ccccc1Oc1ccccc1)Nc1cccc(Cl)c1Cl
10. N#Cc1c(Cl)cccc1-n1ccnc1
11. NS(=O)(=O)c1ccc(CNC(=O)c2cc(-c3cccnc3)nc3ccc(Cl)cc23)cc1
12. Cc1ccc(-c2ccnc3c(Cl)c(C)nn23)cc1
13. CCOC(=O)c1c(SC)nc(SC)c2c1CCC2
14. CC(=O)c1cccc(OCC(=O)N2CCN(c3ccc(C(F)(F)F)cn3)CC2)c1
15. N#Cc1nc(Cc2cccc3ccccc23)oc1NCCCN1CCOCC1
16. O=C(/C=C/c1ccco1)N(Cc1cccc(Br)c1)C1CCS(=O)(=O)C1 (configuration not stated)
screen / no.,9,10,11,12,13,14,15,16
HTR5A inv ctr,-9,-6,-22,-6,-18,-4,0,4
Keap1-Nrf2 PPI,-3,-1,-2,-3,-6,1,-5,-4
OPRM1-OPRD1 ag,1.1,0.2,-2.4,3.1,-0.5,-1.9,0.3,-2.8
CAL-PDZ inh HTS,-7,2,-3,7,3,nt,-3,-4
HTR5A ag ctr,3,3,1,2,-2,7,-3,1
RTF Ca sens inh,-2,-1,-2,-5,-12,6,4,-5
RTF Ca sens act,11,-1,-3,-1,10,-3,7,7
V-ATPase pH,-2,2,-4,1,4,-2,2,-2
LANA DNA inh,0.0,1.6,0.8,1.9,-2.2,-0.5,0.5,1.6
MOR-DOR inv ag,-6,-1,13,-17,3,10,-2,14

17. CCN(CC)C(=O)CSc1nc2c(sc(=S)n2-c2ccccc2)c(=O)[nH]1
18. CC(=O)C1=C(C)OC(N)=C(C#N)C1c1cc([N+](=O)[O-])ccc1Cl (configuration not stated)
19. COc1ccc(OC)c(C2C(C#N)=C(N)N(N(C)C)C3=C2C(=O)CCC3)c1 (configuration not stated)
20. O=C(COC(=O)c1ccc(F)c(S(=O)(=O)N2CCOCC2)c1)Nc1ccc2c(c1)OCO2
21. Nc1c(C(=O)Nc2nccs2)sc2nc(-c3cccs3)cc(C(F)(F)F)c12
22. CCCN1CCN(c2nc3c([nH]2)c(=N)ncn3CC(O)CO)CC1 (configuration not stated)
23. CCCCOc1nc2ccccc2nc1C(C#N)C(=O)NC1CCCCC1 (configuration not stated)
24. Cc1ccc(C)c(S(=O)(=O)N2CCN(CC(=O)Nc3ccc([N+](=O)[O-])cc3)CC2)c1
screen / no.,17,18,19,20,21,22,23,24
HTR5A inv ctr,5,0,1,-9,-15,35,4,18
Keap1-Nrf2 PPI,-1,-7,-4,-4,-7,-3,-1,-4
OPRM1-OPRD1 ag,0.1,-2.2,-3.3,1.4,-1.8,1.3,-1.4,5.8
CAL-PDZ inh HTS,-1,0,2,2,1,-5,1,-8
HTR5A ag ctr,-2,-5,0,-7,0,0,-2,1
RTF Ca sens inh,2,-8,-6,4,-31,1,-7,5
RTF Ca sens act,-3,-1,2,-1,29,-5,2,7
V-ATPase pH,0,-2,-2,1,3,-1,0,1
LANA DNA inh,1.3,1.2,2.5,-0.3,-0.4,1.4,-1.0,1.4
MOR-DOR inv ag,0,11,17,-9,10,-8,6,-31

25. COC(=O)C(Cc1ccccc1)NC(=O)c1ccc(NS(=O)(=O)c2ccc3[nH]c(=O)[nH]c3c2)cc1 (configuration not stated)
26. COc1ccc(Cl)cc1NC(=O)N1CCN(CCc2ccccc2)CC1
27. O=C(Nc1cccc(S(=O)(=O)NC2=NCCC2)c1)c1ccc(=O)[nH]c1
28. C[C@H](CO)N1C[C@H](C)[C@H](CN(C)C(=O)Nc2ccc(F)cc2)Oc2ccc(NC(=O)NC3CCCCC3)cc2CC1=O
29. CC1NC2(C(=O)N(Cc3ccccc3)c3ccccc32)C2C(=O)N(c3ccccc3)C(=O)C12 (configuration not stated)
30. COc1cccc(OCC(O)CNC(C)c2ccccc2)c1 (configuration not stated)
31. Cc1nc2cc(-c3cccs3)nn2c(NCC(C)(C)CN(C)C)c1C
32. Cn1c(=O)c2[nH]c(NN=Cc3ccccc3)nc2n(C)c1=O
screen / no.,25,26,27,28,29,30,31,32
HTR5A inv ctr,-11,2,12,14,-7,16,-10,7
Keap1-Nrf2 PPI,-4,-3,3,2,0,1,-4,1
OPRM1-OPRD1 ag,-1.8,-0.1,-1.9,-2.6,-3.6,2.6,0.0,0.8
CAL-PDZ inh HTS,nt,1,-2,6,0,nt,-1,94*
HTR5A ag ctr,3,2,-4,2,2,2,1,-2
RTF Ca sens inh,-4,-9,-8,0,-2,-4,9,-2
RTF Ca sens act,4,-4,0,1,-1,-1,-4,-7
V-ATPase pH,5,-1,7,3,-2,-4,2,-3
LANA DNA inh,-1.2,0.8,1.2,0.8,-1.2,-1.9,-0.8,-0.6
MOR-DOR inv ag,10,0,8,15,19,-13,0,-4

33. CC(C)=C1C2C=CC1C(C(=O)Nc1cccc(C)c1)C2C(=O)O (configuration not stated)
34. O=C(NN=C1CCCCCCCCCCC1)c1ccncc1
35. CC1(C)CC(=O)C(C=NCCN2CCN(C(=O)C34CC5CC(CC(C5)C3)C4)CC2)=C(O)C1
36. O=C1c2ccccc2NC(c2ccc(Br)o2)N1O (configuration not stated)
37. O=C(NC1CC1)c1ccc(CS(=O)c2ccccc2)o1 (configuration not stated)
38. CN(C(=O)c1cccc(NC(=O)Cc2cccc(NC(=O)C3CCCN(C(=O)C4CCCC4)C3)c2)c1)C1CC1 (configuration not stated)
39. CC(=O)Nc1ccc(S(=O)(=O)N(C)CC(=O)OCCOc2cccc(C)c2)cc1
40. COc1ccc(Cl)cc1N(CC(=O)N1CCCC1)S(=O)(=O)c1ccc(C)cc1
screen / no.,33,34,35,36,37,38,39,40
HTR5A inv ctr,-7,11,-5,-5,-3,3,-5,7
Keap1-Nrf2 PPI,-3,-2,-3,-4,-6,0,-1,-7
OPRM1-OPRD1 ag,-1.4,-1.5,-3.0,2.6,-2.3,-1.5,-2.9,-0.4
CAL-PDZ inh HTS,-1,-3,-1,-3,nt,3,-3,nt
HTR5A ag ctr,-1,-4,-3,5,1,-1,-2,-3
RTF Ca sens inh,-7,-1,-3,-11,2,-4,-4,1
RTF Ca sens act,-3,-1,0,-4,5,-3,-3,0
V-ATPase pH,-3,1,2,-9,5,2,-1,6
LANA DNA inh,0.4,1.6,0.0,2.8,1.1,-0.5,2.4,-1.5
MOR-DOR inv ag,8,10,15,-15,12,7,15,3

41. Nc1nonc1-n1nnc(C(=O)N/N=C/c2ccc(Cl)cc2)c1-c1ccc2c(c1)OCO2
42. Cc1nn(CC(=O)NC2CCCC2)c(C)c1[N+](=O)[O-]
43. CC(OC(=O)c1ccc(NC(=O)CC#N)cc1)C(=O)Nc1nc(-c2ccccc2)cs1 (configuration not stated)
44. CCCCN(CCCNC(=O)C1CCN(S(=O)(=O)N2CCOCC2)CC1)c1ccccc1
45. CC(C)C[C@@H](CN)NC(=O)c1nc[nH]c1C(=O)N[C@@H](C)C(=O)CNC[C@H](CC(C)C)NC(=O)c1nc[nH]c1C(=O)N[C@@H](Cc1ccccc1)C(=O)O
46. COC(=O)[C@@H](Cc1ccccc1)NC(=O)NCCc1ccc(OC)c(OC)c1
47. CC1CCN(C2CCN(C(=O)c3ccccc3F)CC2)CC1
48. COc1cccc(Oc2nc(N)ncc2[N+](=O)[O-])c1
49. CCCC/C(O)=C1\C(=O)CCCC1=NCCc1c(C)[nH]c2ccc(OC)cc12
screen / no.,41,42,43,44,45,46,47,48,49
HTR5A inv ctr,-3,10,9,-26,22,-8,20,-1,0
Keap1-Nrf2 PPI,4,0,-8,-1,-3,-4,-4,-5,-1
OPRM1-OPRD1 ag,2.1,-2.7,-0.8,-0.9,-1.9,-2.3,-1.8,1.1,-2.6
CAL-PDZ inh HTS,1,-5,-3,4,-4,-3,-5,nt,0
HTR5A ag ctr,-1,-4,-3,-6,-6,2,2,2,0
RTF Ca sens inh,-2,-17,-17,-13,-7,-7,2,2,0
RTF Ca sens act,-3,4,-13,-2,-6,8,2,-1,-2
V-ATPase pH,-4,-2,-2,-2,-1,-1,1,0,3
LANA DNA inh,0.1,-1.2,-0.2,-0.4,1.6,-0.8,-0.7,0.1,2.2
MOR-DOR inv ag,-11,11,6,5,9,10,9,-9,14

# Screens from PubChem BioAssay.
